# Screening results: PubChem, University of Kansas High Throughput Screening Laboratory
# mHTT-CaM PPI inh: mutant huntingtin-calmodulin interaction inhibitors – biochemical, AlphaScreen, primary screen | AlphaScreen His-mHTT/GST-CaM binding, luminescence | inhibition, % at 15 µM | actives 3.6% (n = 190,000);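 further: 0% = both proteins with DMSO and 100% = one protein alone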
# Pf apPOL block: Pf-apPOL inhibitors, biochemical, fluorescence; Plasmodium falciparum apicoplast DNA polymerase (apPOL); Recombinant Pf-apPOL, molecular beacon fluorescence, 1.5 h; inhibition, % at 10 µM; actives 0.25% (n = 210,000); AID 1794808, 2022
# The depositor's hits bear a star; nt = not tested or not shown; & = joins results of further samples. No stated cut-off is given here; in the data, active means inhibition above about 50%; inactive means the rest.
SMILES,mHTT-CaM PPI inh,Pf apPOL block
CC(C)c1ccc(OCC(O)CN2CCN(Cc3ccccc3)CC2)cc1 (stereo not drawn),12,8
O=C(CSc1nnc(NC(=O)C2CCCCC2)s1)Nc1ccc2c(c1)OCO2,-6,-5
Cc1ccc(-c2noc(CN3C(=O)COc4ccccc43)n2)cc1C,-11,-3
CCCC1CCC2(CC1)CC[C@@H]2OC(=S)Nc1ccc(Cl)cc1 (stereo partly drawn),-14,-6
CC1C/C(=C\c2cccn2C)C(=O)/C(=C/c2cccn2C)C1 (stereo not drawn),99*,-1
Cc1ccc(C)c(NCC(=O)c2ccc(Cl)cc2)c1,9,-14
Clc1ccc(-n2ncnc2-c2ccc(Br)cc2)cc1,0,-1
COc1ccccc1-n1c(C)nc2cc(C(=O)O)ccc21,5,-7
COc1cc(OC)c(OC)cc1C=C1Oc2cc(OC(=O)c3cccs3)ccc2C1=O,8,-37
Cc1ccccc1C(=O)N1CCCC(COc2ccc(C(=O)NC3CC3)cc2)C1 (stereo not drawn),-6,-3
O=C(c1ccc(Cl)cc1)N1CCC(CCOc2cccnc2)CC1,5,-6
Cn1c(Cc2ccccc2)nnc1Sc1ccc(C(=O)O)cc1[N+](=O)[O-],-3,-1
Cc1c(C(=O)NCCC2=CCCCC2)oc2ccc(S(=O)(=O)N3CCCC3)cc12,12,-5
COc1ccccc1C(=O)N1CC(CN(C)C)C2(CCOCC2)C1 (stereo not drawn),-6,-5
COc1ccc(C(=O)N=c2sc3ccccc3n2C)cc1OC,21,2
COc1ccc(C(C)NC(=O)c2cn3c(n2)CN(CC(C)C)CC3)cc1 (stereo not drawn),26,-4
Cc1cnc2c(ccc3c(C)c(C)cnc32)c1C,100*,nt
COc1nc(N2CCOCC2)nc(C)c1[N+](=O)[O-],1&-4,-3&-3
COc1ccc(CCNC(=O)COc2ccc(Br)cc2Cl)cc1OC,15,-6
COc1cccc(-c2nc(C3CCN(C(=O)c4ccnn4C)CC3)no2)c1,-1,-1
O=C(Nc1ccccc1)C1CCCN(c2ncc(-c3cccc(F)c3)cn2)C1 (stereo not drawn),2,3
COc1cccc(Oc2c(C(F)(F)F)oc3c(CN(C)C)c(O)ccc3c2=O)c1,-3,-7
COc1ccccc1NC(=O)c1ccc2c(c1)C(=O)c1ccccc1-2,0,-2
O=S(=O)(c1ccc(F)cc1)N1CCC(c2noc(-c3ccc(Cl)cc3)n2)CC1,-5,-7
CCNCCC12CC3CC(CC(C3)C1)C2,-2,-12
CC(C)NC(=O)C(C#N)=C(SCc1ccccc1)SCc1ccccc1,-6,-2
O=C(NCCc1ccccc1)O[C@H]1CC[C@@]23CCCN2C(=O)CCC[C@H]3C1,-12,-8
COc1ccccc1C(=O)N/C(=C/c1ccc2c(c1)OCO2)C(=O)Nc1ccc(C)cc1,-2,0
COc1cccc(CNC(=O)C2CCc3sc(C(=O)N4CCOCC4)cc3C2)c1 (stereo not drawn),6,-1
CC1CCC(=O)N(CCC#N)CC1 (stereo not drawn),-4,1
O=c1c2c(ncn2Cc2ccccc2F)n(-c2ccc(F)cc2)c(=O)n1C1CC1,-8,-2
COCCCNC1=C(C#N)C(=O)NC(c2cccs2)S1 (stereo not drawn),nt,-6
CCCNC(=O)c1ccc(-n2cc(CNC(C)=O)cn2)cc1,-4,-1
CCN(CC)CCCNC(=O)c1cn(CCOC)c(=O)c2c1c1ccccc1n2C,5,-4
Cc1cccc(OCC(=O)N2CCN(C(=O)COc3ccccc3)CC2)c1,-2,-3
COc1ccc(NC(=O)c2ccc(CN3CCN(c4ccccc4)CC3)cc2)cc1OC,13,-6
COc1cccc(C(=O)N2CCN=C2SCc2cccc(F)c2)c1OC,-20,59*
COCCc1noc(COC2CCCN(C(=O)c3ccccn3)C2)n1 (stereo not drawn),-9,-5
Cc1ccc(C2=N/C(=C\c3ccc(Br)o3)C(=O)O2)cc1,2,0
CCC(CC)C(=O)Nc1ccc2c(c1)OCO2,-4,-1
N#Cc1cnn2cc([N+](=O)[O-])cnc12,8,nt
COc1ccccc1CN1COc2ccc3c(c2C1)OC(=Cc1cccnc1)C3=O,3,-10
CCOc1ccc(Br)cc1S(=O)(=O)NCc1ccc2c(c1)OCO2,5,-2
ON=Cc1ccc(F)c(Cl)c1,nt,-4&-5
CC(C)(C)NC(=O)N1CCC(n2c(-c3ccco3)nc3cccnc32)C1 (stereo not drawn),5,-3

# Another view of part of the listing above:
# Results follow in this order: mHTT-CaM PPI inh	Pf apPOL block
COCCc1noc(COC2CCCN(C(=O)c3ccccn3)C2)n1 (stereo not drawn)
  -9	-5
Cc1ccc(C2=N/C(=C\c3ccc(Br)o3)C(=O)O2)cc1
  2	0
CCC(CC)C(=O)Nc1ccc2c(c1)OCO2
  -4	-1
N#Cc1cnn2cc([N+](=O)[O-])cnc12
  8	nt

# A second format for part of the listing above.
> COc1ccccc1CN1COc2ccc3c(c2C1)OC(=Cc1cccnc1)C3=O
  mHTT-CaM PPI inh: 3; Pf apPOL block: -10
> COCCc1noc(COC2CCCN(C(=O)c3ccccn3)C2)n1 (stereo not drawn)
  mHTT-CaM PPI inh: -9; Pf apPOL block: -5
> CC(C)(C)NC(=O)N1CCC(n2c(-c3ccco3)nc3cccnc32)C1 (stereo not drawn)
  mHTT-CaM PPI inh: 5; Pf apPOL block: -3

# Other compounds follow.
SMILES,mHTT-CaM PPI inh,Pf apPOL block
O=C(c1cccc(Br)c1)N1CCN(c2ccccc2[N+](=O)[O-])CC1,23,-4
Cc1cc(-c2nc(-c3ccc(C(C)(C)C)cc3)no2)no1,nt,-6
O=C(NCCc1ccccc1)C1CCN(c2nc3ccccc3o2)CC1,7,-3
O=[N+]([O-])c1ccccc1CN1CCSCC1,4,-6
Cc1ccc(S(=O)(=O)N=C2C=C(Nc3cccc(C(=O)O)c3)C(=O)c3ccccc32)cc1,62*,4
O=C(c1cccc(C(F)(F)F)c1)n1nnc2ccccc21,-1,0
CCN(C(=O)CS(=O)(=O)c1cccc2nsnc12)c1ccc(C)c(C)c1,6,-2
COc1ccc(N2C(=O)CSC2c2cc3c(cc2Br)OCO3)cc1 (stereo not drawn),2,2
Cn1c(CSC2CN(C(c3ccccc3)c3ccccc3)C2)n[nH]c1=S,nt,0
Cc1nn(-c2nc3ccccc3s2)c2c1C(c1ccc(O)cc1)CC(=O)N2 (stereo not drawn),10,-1
CCOc1ccc(S(=O)(=O)NCCOC23CC4CC(CC(C4)C2)C3)cc1,-19,-2
O=C(Nc1cccc(C(F)(F)F)c1)C(=O)c1c(O)[nH]c2ccccc12,10,-5
Cc1ccc(C)c(-c2cc(CN(C)C(=O)c3cccs3)no2)c1,-3,-3
CCOC(=O)C1CSCCS(=O)(=O)N1Cc1cc(F)ccc1Br (stereo not drawn),-11,-1
NC(=O)C1CCN(CC2CC=CCC2)CC1 (stereo not drawn),-3,0

# Part of the list above in another layout.
Cc1c(C(=O)NCCC2=CCCCC2)oc2ccc(S(=O)(=O)N3CCCC3)cc12
  mHTT-CaM PPI inh: 12
  Pf apPOL block: -5
COc1ccccc1C(=O)N1CC(CN(C)C)C2(CCOCC2)C1 (stereo not drawn)
  mHTT-CaM PPI inh: -6
  Pf apPOL block: -5
COc1ccc(C(=O)N=c2sc3ccccc3n2C)cc1OC
  mHTT-CaM PPI inh: 21
  Pf apPOL block: 2

# (cont.)
SMILES,mHTT-CaM PPI inh,Pf apPOL block
CN(C)CCCNc1cc(C(F)(F)F)c(C#N)c2nc3ccccc3n12,4,4
Cc1ccc(/C=C(\C#N)C(=O)Nc2ccc(C(F)(F)F)cc2)o1,-3,6
O=C(NCc1cccnc1)C1CCN(c2nc3cccnc3s2)CC1,-3,0
CCOc1ccc(NC(=O)N2CCC3(CC2)NC(=O)c2cc(C)ccc2N3C)cc1,7,-5
COc1ccc(NC(=O)C2CCc3sc(C(=O)N(C)C)cc3C2)c(C)c1 (stereo not drawn),6,3
CCOc1ccc(C2=NC3(CCN(C(C)C)CC3)NC(c3cccc(OC)c3O)C2)cc1 (stereo not drawn),14,8
Cc1cccc(C(C)C)c1NC(=O)c1ccco1,-7,-3
CC(=O)N1c2ccc(S(=O)(=O)NCCc3ccc(Cl)cc3)cc2CC1C (stereo not drawn),13,-6
COc1cc(C2Nc3ccccc3-c3nnc(SC)nc3O2)ccc1O (stereo not drawn),1,5
CC1CCCN(C(=O)c2csc(N3CCN(c4ccccc4)CC3)n2)C1 (stereo not drawn),31,-6
Cc1ncc([N+](=O)[O-])n1Cc1ccc(Cl)cc1Cl,-4,0
CN(CCCNC(=O)C1(n2cccc2)CCCCC1)Cc1ccccc1,27,-16
O=C(O)CN1C(=O)C(=O)C(=C(O)c2ccc([N+](=O)[O-])cc2)C1c1ccc(Cl)cc1 (stereo not drawn),-1,-4
NC(=O)CCn1c(Cc2ccccc2)nc2ccccc21,0,-3
Oc1ccc(Nc2ncnc3ccccc23)cc1,5,-44
CN(C)c1ccc(CN2CCc3nc(Nc4ccc(F)cc4)ncc3C2)cc1,21,0
CCC1CCCCN1C(=O)CSc1nc2c(c(=O)n1Cc1ccccc1)SC(C)C2 (stereo not drawn),24,9
Cc1cccc(C(=O)NC2CCN(c3ccccc3C(=O)N3CCCC3)CC2)c1,8,-21
Cc1ccc(NCN2C(=O)C3CCC(C)CC3C2=O)cc1 (stereo not drawn),1,-3
CCOc1ccccc1CNC(=O)c1ccc2[nH]c3c(c2c1)CN(C(C)=O)CC3,74*,-2
CCC(C)NC(=O)c1c[nH]c2ccc(S(=O)(=O)N(C)c3cc(C)ccc3C)cc2c1=O (stereo not drawn),16,0
COc1ccc(-c2nnc(N3CCC(C(=O)N(C)Cc4ccco4)CC3)o2)cc1,15,-4
COc1cccc(C(=O)Nc2c3c(nn2-c2cc(C)cc(C)c2)CSC3)c1OC,7,5
COc1ccc(OCCCC(=O)NC2CCCCC2)cc1,1,-4
CCN(CC)c1ccc(C=NCCN2CCOCC2)cc1,-3,-10
CC1CCC(NC(=O)C2CCCN(S(=O)(=O)N3CCCCCC3)C2)CC1 (stereo not drawn),-6,-7
Cn1nc(-c2ccccc2)cc1C(=O)N1CCN(c2ccccn2)CC1,-10,-8
CN(CC(=O)N1CCCC1)S(=O)(=O)c1ccc2[nH]c3c(c2c1)CCCC3,1,-1
COC(=O)c1cc(Nc2ccc3c(c2)OCO3)c2ccccc2n1,13,-2
CCCN1CCN(CCCNC(=O)C2CCN(c3nc4cccnc4s3)CC2)CC1,-9,-5

# One compound at a time, from the list above. Screens in order: mHTT-CaM PPI inh, Pf apPOL block
# Listed for CC1CCCN(C(=O)c2csc(N3CCN(c4ccccc4)CC3)n2)C1 (stereo not drawn) = 31, -6
# Listed for Cc1ccc(C2=N/C(=C\c3ccc(Br)o3)C(=O)O2)cc1 = 2, 0

# Next records follow.
SMILES,mHTT-CaM PPI inh,Pf apPOL block
COc1ccc(C2=NOC(C(=O)NC3CCCC3)C2)cc1OC (stereo not drawn),1,-2
Cc1ccc(NC(=O)Cn2nc(N3CCCC3)c3ccccc3c2=O)cc1C,-9,1
COc1ccc(C2C=C(c3ccc(Br)s3)Nc3ncnn32)c(OC)c1 (stereo not drawn),23,5
COc1ccc(C2=N/C(=C\C(C)=C\c3ccccc3)C(=O)O2)cc1,0,-4
Fc1ccc(CN2CCSCC2)cc1F,0,-4
Cc1c(CCC(C)C)c(-n2ccnc2C)n2c(nc3ccccc32)c1C#N,3,3
CC(=O)N1CCc2[nH]c3ccc(C(=O)NCc4ccc(N5CCOCC5)cc4)cc3c2C1,56*,-3
CCN(CC)Cc1c(O)ccc2c1OC(=CC=Cc1ccccc1)C2=O,38,-11
Cc1ccccc1C(=O)NCc1ccc(N2CCOCC2)nc1,-11,1
O=C(NCc1cccs1)C1COCC(=O)N1Cc1ccccc1 (stereo not drawn),-8,1
COc1ccc(S(=O)(=O)Nc2cccc(C(F)(F)F)c2)cc1OC,-3,0
CSc1ccncc1C(=O)Nc1cc(Cl)cc(Cl)c1,nt,5
CCOc1ccc(CN2CCc3nc(Nc4ccccc4OC)ncc3C2)cc1,-4,-4
CC1(C)CC(CCN)(c2cccc(C(F)(F)F)c2)CCO1 (stereo not drawn),4,-1
Cc1cc(C)c2c(N)c(C(N)=O)sc2n1,nt,6
CC(C)(C)CC(=O)N1CCCC(C(=O)N2CCOCC2)C1 (stereo not drawn),-7,-2
O=C(NCC(c1ccco1)S(=O)(=O)c1ccc(F)cc1)Oc1ccccc1 (stereo not drawn),-10,2
CCCc1ccc(S(=O)(=O)N2CCCC2c2nc(-c3ccc(F)cc3)no2)cc1 (stereo not drawn),-41,-1
Nc1c(-c2nnc(SCC(=O)c3ccccc3)o2)cnn1-c1ccccc1,nt,0
Cc1ccnc(N2CCCC(C(=O)Nc3ccccc3Cl)C2)n1 (stereo not drawn),-1,2
O=C(NCc1cccnc1)C1CCN(c2cc(N3CCSCC3)ncn2)CC1,-4,-5
O=C(c1cccnc1)N1CCCC1c1cccc(F)c1 (stereo not drawn),6,-4
Brc1ccc2[nH]c3c(c2c1)CCCCC3,53*,nt
O=C(c1cccc(-n2cnnn2)c1)N1CCN(c2ccc(-c3cccs3)nn2)CC1,3,-10
Cc1c(C(=O)NCCC(C)C)oc2ccc(S(=O)(=O)N3CCOCC3)cc12,11,2
COc1cccc(C(=O)Nc2nnc(C3CC3)s2)c1OC,1,-10
O=C(c1cnc2n(c1=O)CCS2)N1CCN(c2ccc(Cl)c(Cl)c2)CC1,21,-3
Oc1ccc(Cl)cc1-c1nc2ccccc2s1,-31,5
CCOc1ccc(N(CC(=O)NCc2ccccn2)S(C)(=O)=O)cc1,-4,-1
Cc1cccc(Oc2nccnc2N2CCC(C(=O)NCc3ccc4c(c3)OCO4)CC2)c1,-4,-4
COc1ccc(CCN2C(=O)C3C(C2=O)C2C=CC3C23CC3)cc1OC (stereo not drawn),1,3
COCc1cc(=O)[nH]c(N=C(N)Nc2ccc(OC)cc2)n1,-2,-6
COc1cc(=O)n(-c2ccccc2C)nc1C(=O)Nc1ccc(OC(F)(F)F)cc1,21,-3
